IDH1 mut inh = inhibitors of human IDH1 R132H | O75874 | IDH1 R132H reductase, diaphorase/resazurin fluorescence, 60 min | inhibition, % at 10 µM | hit rate 0.18% among 70,000; in the data active = inhibition above about 34%;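 note: 0% = DMSO and 100% = no enzyme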
Target sequence (O75874 whole entry R132H): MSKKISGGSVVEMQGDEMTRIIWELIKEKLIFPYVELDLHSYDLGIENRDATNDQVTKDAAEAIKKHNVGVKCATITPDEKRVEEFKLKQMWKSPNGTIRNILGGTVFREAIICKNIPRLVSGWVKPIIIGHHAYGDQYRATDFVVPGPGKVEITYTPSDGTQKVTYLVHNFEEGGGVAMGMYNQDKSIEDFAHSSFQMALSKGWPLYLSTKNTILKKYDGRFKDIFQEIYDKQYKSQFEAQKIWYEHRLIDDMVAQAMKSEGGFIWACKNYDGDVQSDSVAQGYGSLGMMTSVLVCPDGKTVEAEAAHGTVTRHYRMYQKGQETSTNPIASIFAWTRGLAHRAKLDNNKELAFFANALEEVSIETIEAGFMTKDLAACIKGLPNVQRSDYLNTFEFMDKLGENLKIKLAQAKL
PRC2 inh = EZH2 (human) methyltransferase inhibition. hit rate 0.35% among 57,000. PRC2 H3K27 methylation, DELFIA TRF, 1 h. AID 651548. Q15910. inhibition, % at 12.5 µM;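 active = mean inhibition of replicates at least 50% and every single replicate also reaching 50%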;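 note: dimethyl H3K27 on biotinylated H3 21-44 peptide detected by antibody; plate controls were median neutral control wells for no effect and median positive control wells for full effect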
* hit, by the source's call; x = no result given. Not all compounds are listed, so the mix of outcomes need not match the whole.

Results follow in this order: IDH1 mut inh	PRC2 inh
- Cc1ccc(S(=O)(=O)Nc2ccc3c(c2)C(=O)N([C@@H](C)CO)C[C@@H](C)[C@@H](CN(C)Cc2ccc(C(=O)O)cc2)OCCCC[C@@H](C)O3)cc1
 : 1.2	x
- C[C@@H]1CN([C@@H](C)CO)C(=O)c2cc(NC(=O)CCCCCC(=O)Nc3ccccc3N)ccc2O[C@@H]1CN(C)Cc1ccc2c(c1)OCO2
 : 0.2	-6
- C[C@H](CO)N1C[C@H](C)[C@H](CN(C)CC2CCCCC2)Oc2ccc(NC(=O)Nc3cccc4ccccc34)cc2C1=O
 : 0.6	x
- Cc1ccc(S(=O)(=O)N(C)C[C@@H]2Oc3ccc(NC(=O)Nc4ccc5c(c4)OCO5)cc3CC(=O)N([C@@H](C)CO)C[C@@H]2C)cc1
 : 0.0	x
- C[C@@H]1CN([C@H](C)CO)C(=O)Cc2cc(NC(=O)CCCCCC(=O)Nc3ccccc3N)ccc2O[C@@H]1CN(C)CC1CCCCC1
 : x	-16
- CC(C)CC#Cc1ccc2c(c1)O[C@H](CN(C)C)[C@H](C)CN([C@H](C)CO)S2(=O)=O
 : -1.6	-10
- Cc1noc(C)c1NC(=O)N(C)C[C@H]1Oc2ccc(NS(C)(=O)=O)cc2CC(=O)N([C@@H](C)CO)C[C@@H]1C
 : 0.4	x
- C[C@@H]1CN([C@@H](C)CO)C(=O)c2cc(-c3ccc(C(=O)N(C)C)cc3)cnc2O[C@@H]1CN(C)C(=O)c1cccnc1
 : -1.1	0
- C[C@@H]1CN([C@@H](C)CO)S(=O)(=O)c2ccc(-c3cncnc3)cc2O[C@H]1CN(C)CC1CC1
 : -0.6	6
- C[C@H](O)C#Cc1ccc2c(c1)O[C@@H](CN(C)C(=O)CC1CC1)[C@H](C)CN([C@@H](C)CO)S2(=O)=O
 : 3.1	4

Single records, from the list above:
Entry for C[C@@H]1CN([C@@H](C)CO)C(=O)c2cc(NC(=O)CCCCCC(=O)Nc3ccccc3N)ccc2O[C@@H]1CN(C)Cc1ccc2c(c1)OCO2 = IDH1 mut inh: 0.2; PRC2 inh: -6
Entry for C[C@H](CO)N1C[C@H](C)[C@H](CN(C)CC2CCCCC2)Oc2ccc(NC(=O)Nc3cccc4ccccc34)cc2C1=O = IDH1 mut inh: 0.6; PRC2 inh: x
Entry for Cc1ccc(S(=O)(=O)N(C)C[C@@H]2Oc3ccc(NC(=O)Nc4ccc5c(c4)OCO5)cc3CC(=O)N([C@@H](C)CO)C[C@@H]2C)cc1 = IDH1 mut inh: 0.0; PRC2 inh: x

Next part
Results follow in this order: IDH1 mut inh	PRC2 inh
- COCC(=O)Nc1ccc2c(c1)C(=O)N(C)C[C@H](OC)[C@H](C)CN(C(=O)c1ccccc1)[C@H](C)CO2
 : 0.1	2
- COc1ccc(Br)c(/C=N/NC(=O)c2ccc(C(=O)NO)cc2)c1
 : 0.3	11
- C[C@@H]1CN([C@H](C)CO)C(=O)c2cc(NS(=O)(=O)c3ccccc3)ccc2O[C@@H]1CN(C)C(=O)Nc1ccc(C(F)(F)F)cc1
 : 0.3	x
- C[C@H](CO)N1C[C@H](C)[C@H](CN(C)Cc2ccc(C(=O)Nc3ccccc3N)cc2)Oc2c(NC(=O)C3CCOCC3)cccc2C1=O
 : -0.4	10
- C[C@H]1CN([C@@H](C)CO)C(=O)c2cc(NS(=O)(=O)c3ccccc3)ccc2O[C@H]1CN(C)C
 : 0.5	-2
- C[C@H]1CN([C@@H](C)CO)S(=O)(=O)c2ccc(-c3cccnc3)cc2O[C@@H]1CN(C)C(=O)c1cccc(F)c1
 : 8.1	x
- C[C@@H]1CN([C@@H](C)CO)C(=O)c2cc(C#CC3CC3)cnc2O[C@@H]1CN(C)C(=O)c1ccc(F)cc1
 : -0.4	x
- CCc1ccc(OCC(=O)Nc2ccc(-c3nc4ccccc4o3)c(O)c2)cc1
 : 0.6	-12
- COC(=O)c1c(NC(=O)COc2ccc(C(C)C)c(C)c2)sc2c1CCC2
 : 0.0	-2
- O=C(COc1ccccc1C(=O)Nc1cccc(Cl)c1Cl)Nc1ccc(N2CCOCC2)c(Cl)c1
 : 0.1	x

Following part:
Results follow in this order: IDH1 mut inh	PRC2 inh
- C[C@@H]1CN([C@H](C)CO)C(=O)Cc2cc(NC(=O)Nc3ccccc3)ccc2O[C@H]1CN(C)CC1CC1
 : 0.1	-8
- C[C@H](CO)N1C[C@H](C)[C@@H](CN(C)Cc2ccccc2)Oc2ccc(NC(=O)CCC(F)(F)F)cc2C1=O
 : 2.4	9
- COc1ccc(NC(=O)Nc2ccc3c(c2)C(=O)N([C@H](C)CO)C[C@@H](C)[C@H](CN(C)S(=O)(=O)c2ccc(OC)cc2)OCCCC[C@H](C)O3)cc1
 : -0.5	x
- C[C@@H]1CCCCO[C@H](CN(C)CC2CCCCC2)[C@H](C)CN([C@H](C)CO)C(=O)c2cc(NC(=O)CCC(F)(F)F)ccc2O1
 : -0.4	x
- C[C@H](CO)N1C[C@H](C)[C@H](CN(C)C(=O)Cc2ccccc2)Oc2cc(C#Cc3ccccc3F)ccc2S1(=O)=O
 : -1.2	x
- COC(=O)c1sccc1NC(=O)c1cc(-c2cccnc2)nc2ccc(Cl)cc12
 : 0.5	6
- Cc1cc(C)c(NC(=O)CCCC(=O)O)c(C)c1
 : 0.1	-2
- COc1ccc(NC(=O)N[C@@H]2CC[C@H](CCNC(=O)CCN3CCCCC3)O[C@@H]2CO)cc1
 : -0.1	-17
- C[C@H](O)C#Cc1ccc2c(c1)O[C@H](CN(C)Cc1ccccn1)[C@@H](C)CN([C@H](C)CO)S2(=O)=O
 : x	-12
- C[C@H](CO)N1C[C@H](C)[C@@H](CN(C)C(=O)Nc2ccc3c(c2)OCO3)Oc2cc(C#Cc3ccccc3)ccc2S1(=O)=O
 : 0.6	x

Another view of part of the listing above:
SMILES | IDH1 mut inh | PRC2 inh
COc1ccc(NC(=O)N[C@@H]2CC[C@H](CCNC(=O)CCN3CCCCC3)O[C@@H]2CO)cc1 | -0.1 | -17
C[C@H](O)C#Cc1ccc2c(c1)O[C@H](CN(C)Cc1ccccn1)[C@@H](C)CN([C@H](C)CO)S2(=O)=O | x | -12

Next section
Results follow in this order: IDH1 mut inh	PRC2 inh
- C[C@H]1CN([C@@H](C)CO)S(=O)(=O)c2ccc(C#CC(C)(C)O)cc2O[C@H]1CN(C)CC1CC1
 : -3.0	-6
- C[C@H]1CN([C@@H](C)CO)C(=O)c2cc(/C=C/c3ccccc3)cnc2O[C@@H]1CN(C)C(=O)CN(C)C
 : 0.0	-16
- COc1cccc(S(=O)(=O)N(C)C[C@H]2Oc3cc(C4=CCCC4)ccc3S(=O)(=O)N([C@H](C)CO)C[C@@H]2C)c1
 : -0.2	x
- CC(C)C#Cc1ccc2c(c1)O[C@@H](CN(C)Cc1ccccc1)[C@H](C)CN([C@@H](C)CO)S2(=O)=O
 : -0.7	19
- C[C@H](CO)N1C[C@H](C)[C@@H](CN(C)CC2CC2)Oc2ccc(NC(=O)CCCCCC(=O)Nc3ccccc3N)cc2CC1=O
 : 2.2	x
- C[C@H](CO)N1C[C@H](C)[C@H](CN(C)S(=O)(=O)c2ccc(Cl)cc2)Oc2ccc(NC(=O)NC3CCCCC3)cc2C1=O
 : 1.7	-2
- COc1cccc(NC(=O)N[C@H]2CC[C@@H](CC(=O)N3CCCCC3)O[C@H]2CO)c1
 : -0.3	7
- CNC[C@@H]1Oc2cc(C#Cc3ccccc3OC)ccc2S(=O)(=O)N([C@H](C)CO)C[C@H]1C
 : -2.3	-40
- CN1CCN(C(=O)C[C@H]2C=C[C@@H](NC(=O)Nc3ccccc3F)[C@H](CO)O2)CC1
 : 0.2	7
- CO[C@H]1CN(C)C(=O)c2ccc(NC(=O)c3cc(C)on3)cc2OC[C@@H](C)NC[C@H]1C
 : 0.2	13

Other compounds follow:
Results follow in this order: IDH1 mut inh	PRC2 inh
- Cc1noc(C)c1S(=O)(=O)Nc1ccc2c(c1)C(=O)N([C@@H](C)CO)C[C@H](C)[C@@H](CN(C)C(=O)NC1CCCCC1)O2
 : -0.2	x
- CC1(C)CC(=O)C2=C(C1)N(Cc1cccnc1)C(=O)C2(NC(=O)c1ccco1)C(F)(F)F (centres undefined)
 : 0.2	8
- CO[C@@H]1CN(C)C(=O)c2ccc(NC(=O)C3CC3)cc2OC[C@H](C)N(Cc2ccccc2)C[C@H]1C
 : -0.9	1
- CC(=O)N(C)C[C@@H]1Oc2ncc(C#Cc3ccccc3F)cc2C(=O)N([C@@H](C)CO)C[C@@H]1C
 : -0.1	-3
- Cc1ccc(S(=O)(=O)N(C)C[C@@H]2Oc3ccc(NC(=O)Nc4ccc(C(F)(F)F)cc4)cc3CC(=O)N([C@@H](C)CO)C[C@@H]2C)cc1
 : 0.0	x
- C[C@H](CO)N1C[C@H](C)[C@H](CN(C)C(=O)Cc2cccnc2)Oc2ncc(-c3ccccc3)cc2C1=O
 : x	11
- Cc1ccc(C(=O)CSc2nsc3sc(C(=O)c4ccc(C)cc4)c(N)c23)cc1
 : -0.5	7
- O=C(N[C@H]1CC[C@H](CCNC(=O)C2CCOCC2)O[C@@H]1CO)c1ccccn1
 : 0.0	4
- C[C@@H]1CN([C@H](C)CO)C(=O)c2cc(NS(=O)(=O)c3cn(C)cn3)ccc2O[C@@H]1CN(C)CC1CCCCC1
 : -0.4	x
- C[C@@H]1CN([C@@H](C)CO)C(=O)c2cc(NC(=O)CCCN(C)C)ccc2O[C@@H]1CN(C)CC1CCCCC1
 : 3.9	x

Next section:
Results follow in this order: IDH1 mut inh	PRC2 inh
- Cc1noc(C)c1NC(=O)N(C)C[C@@H]1Oc2ccc(NC(=O)CCN3CCOCC3)cc2C(=O)N([C@H](C)CO)C[C@@H]1C
 : 0.7	x
- C[C@H](CO)N1C[C@H](C)[C@@H](CN(C)C(=O)Nc2ccc(C(F)(F)F)cc2)OCCCC[C@H](C)Oc2ccc(N(C)C)cc2C1=O
 : -0.3	-12
- CC1(CO)CC(O)CC2(C)C3=C(CCC12)C(=O)OC3 (centres undefined)
 : x	25
- COc1ccc(S(=O)(=O)Nc2ccc3c(c2)C(=O)N([C@H](C)CO)C[C@@H](C)[C@@H](CN(C)C(=O)Nc2ccc4c(c2)OCO4)O3)cc1
 : -0.2	x
- C[C@@H]1CN([C@@H](C)CO)C(=O)c2cc(NC(=O)Cc3ccccc3)ccc2O[C@@H]1CN(C)S(C)(=O)=O
 : -3.8	5
- COC(=O)C[C@@H]1C[C@H]2c3cc(NC(=O)Nc4ccc(F)cc4)ccc3O[C@H]2[C@H](CO)O1
 : -1.1	2
- CO[C@H]1CN(C)C(=O)c2cc(NS(C)(=O)=O)ccc2OC[C@H](C)NC[C@@H]1C
 : 0.1	5
- C[C@@H]1CN([C@@H](C)CO)C(=O)c2cc(NC(=O)CCC(F)(F)F)ccc2O[C@@H]1CN(C)S(=O)(=O)c1cn(C)cn1
 : -0.4	x
- NCCNc1ccc([N+](=O)[O-])c(NCCO)c1
 : -0.2	x
- CO[C@@H](CN(C)C(=O)C1CCOCC1)[C@H](C)CN(C(=O)Nc1ccc(F)cc1)[C@H](C)CO
 : 0.2	-3

The results go on.
Results follow in this order: IDH1 mut inh	PRC2 inh
- COc1ccc(NC(=O)N(C)C[C@@H]2Oc3ccc(NC(=O)Nc4ccc(F)cc4)cc3CC(=O)N([C@@H](C)CO)C[C@@H]2C)cc1
 : -5.3	x
- CN(C)C(=O)C[C@H]1C[C@H]2c3cc(NC(=O)CC4CC4)ccc3O[C@H]2[C@@H](CO)O1
 : -0.9	2
- O=C(O)C1=C[C@H](c2csc3ccccc23)C[C@H](OCc2ccc(CO)cc2)O1
 : x	3
- O=C(COc1cc(O)c2c(=O)c3ccccc3oc2c1)c1ccc(Cl)cc1
 : 0.0	13
- COc1ccc(S(=O)(=O)Nc2cccc3c2O[C@@H](CN(C)Cc2ccccc2)[C@@H](C)CN([C@H](C)CO)C3=O)cc1
 : -3.7	0
- C[C@@H]1CN([C@@H](C)CO)C(=O)CCCn2cc(nn2)CO[C@H]1CN(C)C(=O)Oc1ccccc1
 : -0.4	x
- CCc1ccc(CCC(=O)Nc2ccc(C)cc2C)o1
 : 0.1	9
- CC(C)(C)[C@@H]1C=C(C(=O)N2CCCCCCC2)O[C@H](OCCCCO)C1
 : x	-5
- CN(Cc1nc(-c2ccccc2)no1)S(=O)(=O)c1ccccc1
 : 0.5	10
- Nc1ccc2nc(SCC(=O)Nc3ccc(Oc4ccccc4)cc3)sc2c1
 : -0.3	34

(list continues)
Results follow in this order: IDH1 mut inh	PRC2 inh
- C[C@@H]1CN([C@@H](C)CO)C(=O)Cc2cc(NC(=O)Nc3ccc4c(c3)OCO4)ccc2O[C@@H]1CN(C)C(=O)Nc1ccc2c(c1)OCO2
 : -1.8	x
- Cc1cccc(Nc2nnc(-c3ccc(C)c(S(=O)(=O)NCCO)c3)c3ccccc23)c1
 : x	-4
- Cc1ccc(S(=O)(=O)Nc2ccc3c(c2)C(=O)N([C@H](C)CO)C[C@@H](C)[C@@H](CN(C)CC2CCCCC2)O3)cc1
 : 0.1	-19
- COc1ccc(NC(=O)N[C@@H]2CC[C@@H](CCNC(=O)c3cc(Cl)cc(Cl)c3)O[C@H]2CO)cc1
 : 0.3	-9
- Cc1ccc(S(=O)(=O)N(C)C[C@@H]2OCCCC[C@@H](C)Oc3ccc(NC(=O)c4ccccc4)cc3C(=O)N([C@@H](C)CO)C[C@@H]2C)cc1
 : -0.3	x
- COc1ccc(NC(=O)Nc2ccc3c(c2)CC(=O)N([C@@H](C)CO)C[C@H](C)[C@@H](CN(C)C(=O)Nc2ccc(C(F)(F)F)cc2)O3)cc1
 : -0.2	x
- C[C@@H]1CN([C@@H](C)CO)C(=O)c2cc(NS(=O)(=O)c3cn(C)cn3)ccc2O[C@@H](C)CCCCO[C@H]1CN(C)C(=O)CCC(F)(F)F
 : 2.3	x
- Cn1c(SCc2nc3ccccc3c(=O)[nH]2)nnc1-c1ccco1
 : -0.1	-14
- CC(C)NC(=O)N(C)C[C@H]1Oc2ncc(C#Cc3ccccc3F)cc2C(=O)N([C@H](C)CO)C[C@@H]1C
 : -0.6	-24
- Cc1ccc(S(=O)(=O)Nc2ccc3c(c2)C(=O)N([C@H](C)CO)C[C@H](C)[C@@H](CN(C)CC2CC2)OCCCC[C@@H](C)O3)cc1
 : -1.0	4

Assay outcomes from PubChem.
